# Tau fibril FP – tau fibrillization inhibition (FP); P10636; K18 P301L tau heparin fibrillization, Alexa594 FP, 6 h; Potency, µM (series often up to 57.7 µM), for inactives: top-dose activity, negative = inhibition, actives largely listed as inhibitors; actives 0.39% (n = 280,000); AID 1468; further: nearly all actives have a fitted effect of over 55% in size
# Target sequence (P10636 561-689 P618L limits assumed): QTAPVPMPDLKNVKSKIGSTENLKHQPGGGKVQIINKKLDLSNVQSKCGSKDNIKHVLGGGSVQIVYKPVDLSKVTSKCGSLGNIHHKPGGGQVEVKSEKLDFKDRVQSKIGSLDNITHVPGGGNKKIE
#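 Quantitative HTS format: compounds meet 15 uM recombinant K18 P301L tau and Alexa 594-tau tracer in 100 mM sodium acetate pH 7; 20 uM heparin triggers fibrillization at 37 C over 6 hr; FP gives the signal.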
# GoLoco inh red – inhibitors of human Gai1-RGS12 GoLoco interaction (red fluorophore); actives 0.44% (n = 230,000); Potency, µM (highest dose often 61.6 µM), inactives show top-dose activity, negative = inhibition, hits mostly inhibitors; P63096; Gai1:RGS12 GoLoco peptide FP, rhodamine, 10 min; active means well fitted inhibition curve with a large enough effect, not every such curve was filed as active; inactive means no such curve, though single readings can be large or run the other way; further: nearly all actives have a fitted effect of over 30% in size; many of its hits are not listed in these tables
# Target sequence (P63096 whole entry, looked up): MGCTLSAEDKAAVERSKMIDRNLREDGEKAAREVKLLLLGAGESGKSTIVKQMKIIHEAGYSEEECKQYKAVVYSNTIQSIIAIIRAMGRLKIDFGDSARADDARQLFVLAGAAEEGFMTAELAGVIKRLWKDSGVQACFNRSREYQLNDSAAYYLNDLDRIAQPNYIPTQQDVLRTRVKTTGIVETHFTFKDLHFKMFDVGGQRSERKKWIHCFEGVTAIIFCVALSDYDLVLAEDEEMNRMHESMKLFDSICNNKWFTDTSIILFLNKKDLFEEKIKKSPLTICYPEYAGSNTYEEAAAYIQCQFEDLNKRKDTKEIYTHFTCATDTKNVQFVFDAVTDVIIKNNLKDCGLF
# L3MBTL1 inh – L3MBTL1 (human) inhibition. Q9Y468. AlphaScreen L3MBTL1–H3K9me1 peptide binding. Potency, µM (highest dose often 57.1 µM), without a hit: top-dose activity, negative = inhibition, usual class: inhibitors. actives 0.66% (n = 230,000). AID 485360; further: nearly all actives have a fitted effect of over 60% in size
#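 First, the protein-peptide complex forms for 30 min at room temperature (L3MBTL1 50 nM, biotinylated H3K9me1 peptide 75 nM). Next, compounds are pin-transferred and incubated 30 min. Finally, AlphaScreen beads are added and read after 30 min.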
# TRb-SRC2 inh – TRbeta-SRC2 interaction inhibition; AID 1469; actives 0.065% (n = 280,000); TRbeta-SRC2 peptide binding, fluorescence polarization; receptor liganded with 1 µM T3; Potency, µM (titrated, usually from 106 µM), without a hit: at the top dose activity change, negative = inhibition, actives largely listed as inhibitors; P10828;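 further: plate controls were bound peptide for no effect and peptide without receptor for full effect; nearly all actives have a fitted effect of over 50% in size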
# Target sequence (P10828 whole entry, looked up): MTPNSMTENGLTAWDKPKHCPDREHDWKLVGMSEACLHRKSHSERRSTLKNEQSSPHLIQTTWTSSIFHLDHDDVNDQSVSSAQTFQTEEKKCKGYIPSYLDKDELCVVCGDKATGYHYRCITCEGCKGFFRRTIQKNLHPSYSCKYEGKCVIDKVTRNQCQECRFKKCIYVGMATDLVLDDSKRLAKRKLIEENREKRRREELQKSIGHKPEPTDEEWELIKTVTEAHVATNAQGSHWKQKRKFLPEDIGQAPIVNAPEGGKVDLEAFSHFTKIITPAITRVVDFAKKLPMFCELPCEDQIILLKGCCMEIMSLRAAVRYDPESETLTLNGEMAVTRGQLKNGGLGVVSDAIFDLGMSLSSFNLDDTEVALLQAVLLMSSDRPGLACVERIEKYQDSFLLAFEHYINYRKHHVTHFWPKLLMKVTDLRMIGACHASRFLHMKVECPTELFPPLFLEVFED
#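 Assay buffer: 20 mM Tris-HCl, 100 mM NaCl, 10% glycerol, 1 mM EDTA, 0.01% NP-40, 1 mM DTT, 1 uM T3, 5% DMSO; TRb LBD 0.6 uM, Texas Red SRC2 20 nM; FP after 5 hr.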
# KDM4E inh – inhibitors of human JMJD2E histone demethylase. actives 1.6% (n = 230,000). Potency, µM (highest dose often 57.1 µM), for the others: top-dose activity change, negative = inhibition, most hits filed as inhibitors. B2RXH2. JMJD2E catalytic domain, FDH-coupled NADH fluorescence (FDH is formaldehyde dehydrogenase); active means well fitted inhibition curve with a large enough effect, not every such curve was filed as active; inconclusive means small, poorly fitted or top-dose-only effect, or another doubt; inactive means no such curve, though single readings can be large or run the other way;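 further: 0% = wells with enzyme and -100% = buffer wells without enzyme; nearly all actives have a fitted effect of over 50% in size; many of its hits are not listed in these tables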
# TexasRed fluor – counter-screen for TRb-SRC2 inhibitors: fluorescence interference; TRb/SRC2 Texas Red total fluorescence interference; Potency, µM (titrated, usually from 106 µM), inactives show top-dose fluorescence change, negative = quenching; actives 0.29% (n = 280,000); AID 1479; active means well fitted curve in either direction with a large enough effect; inconclusive means small, poorly fitted or top-dose-only effect
#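 Human TRβ ligand-binding domain (0.6 uM) and Texas Red SRC2 peptide (20 nM) in Tris buffer with 1 uM T3 and 5% DMSO were incubated with pinned compound for 5 hr at ambient temperature. Total fluorescence was computed as S + 2P (555/632 nm).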
# RECQ1 helicase – inhibitors of human RECQ1 DNA helicase | Potency, µM (highest dose often 57.3 µM), for the others: top-dose activity, negative = inhibition, usual class: inhibitors | RECQ1 DNA unwinding, red fluorescence kinetic read | actives 0.54% (n = 240,000);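 further: plate controls were vehicle for no effect and no enzyme for full effect; nearly all actives have a fitted effect of over 30% in size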
#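 50 nM RECQ1T1 preincubated 15 min with compound in Tris pH 8.0 buffer with MgCl2, DTT, Tween-20 and 2.5 ug/ml poly(dI-dC); started with 200 nM TAMRA/BHQ-2 forked duplex and 2 mM ATP. Unwinding read as fluorescence (525/598 nm), two reads 2 h apart.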
# Tau fibril ThT – blocks human tau fibril formation measured by thioflavin T. AID 1460. P10636. actives 2.1% (n = 270,000). recombinant tau K18 P301L (four-repeat tau fragment), heparin-induced fibrillization, ThT fluorescence. Potency, µM (titrated, usually from 57.4 µM), without a hit: at the highest dose activity, negative = inhibition, actives largely listed as inhibitors; further: nearly all actives have a fitted effect of over 55% in size
#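 Heparin-induced (20 uM) aggregation of recombinant human K18 P301L tau, 15 uM unlabeled with 0.24 uM labeled, pH 7 acetate buffer, 6 hr at 37 C with compound. Fibrils quantified by 30 uM ThT fluorescence after 1 hr ambient incubation.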
# The depositor's hits bear a star; i = inactive; ? = inconclusive; / = not tested or not shown; & = joins results of further samples; [ ] = dose if it differs, or a comment. Unless noted, the call rests on the fitted dose curve; in most records, active means well fitted curve in the direction sought with a large enough effect; inconclusive means small, poorly fitted or top-dose-only effect, or another doubt; inactive means no such curve, though single readings can be large; an effect the other way counts as inactive or inconclusive. Unless noted, on the % scale 0 is the no-effect control and ±100 the full control effect; potency means the concentration at half of the fitted maximal effect. The list is partial; rates above refer to the full screens.
SMILES,Tau fibril FP,GoLoco inh red,L3MBTL1 inh,TRb-SRC2 inh,KDM4E inh,TexasRed fluor,RECQ1 helicase,Tau fibril ThT
Cc1cc(NC(=O)CCOc2ccccc2)no1,3%,1%,1%,0%,2%,1%,-1%,-11%
COc1ccc(N2CC(O)=C(c3nc(-c4ccc(F)cc4)cs3)C2=N)cc1,14%,6%,29%,1%,?,-1%,7%,-13%
CC1(c2cc(C(F)(F)F)n3nc(C(=O)O)cc3n2)CC1,-2%,0%,6%,3%,-11%,-1%,2%,1%
C/C(=N\O)C1(C)N(O)C(C)(C)C(c2ccc(Br)cc2)=[N+]1[O-] (centres undefined),0%,12%,/,-6%,-1%,-1%,i,-1%
CCNC(=S)Nc1cc(OC)c(NC(=O)c2ccco2)cc1OC,1%,14%,9%,7%,-12%,-3%,i,-3%
CCCn1c2ccccc2c2nnc(SCC(=O)Nc3ncccn3)nc21,-3%,10%,-2%[11.4 µM],9%,4%,2%,3%,?
CCOC(=O)C1CCN(C(=O)COC(=O)CNC(=O)c2ccc(OC)cc2)CC1,-5%,7%,2%,-2%,2%,-1%,i,-5%
Cc1ccccc1NC(=O)CSc1nc(-c2ccc(F)cc2)c2cccc(C)c2n1,-11%,/,/,9%,/,0%,/,10%
CC(C)(C)C(=O)OCc1cn(-c2ccccc2)nn1,1%,-7%,3%,0%,4%,0%,-8%,-5%
CN(C)CCNC(=O)CCCn1c(=O)c2cccn2c2ccccc21,-5%,/,/,9%,/,4%,/,?
CCn1c(C(=O)NCc2ccccc2OC)cc2sccc21,-2%,/,/,-7%,/,?,/,-1%
COc1ccc(Cl)cc1NC(=O)N(C)CCc1c(C)nn(C)c1C,-9%,/,/,5%,/,-2%,/,-5%
Cc1ccc(-c2nc3ccsc3c(=O)[nH]2)cc1,-1%,-1%,/,5%,-10%,-3%,-1%,-10%
CC(C)C(c1nnnn1C1CCCC1)N1CCN(C(=O)c2ccco2)CC1 (centres undefined),-3%,-5%,/,-4%,5%,0%,-1%,-5%
CCc1ccc(C(=O)/C=C/c2cnn(C)c2C)s1,6%,3%,-2%,1%,?,-9%,4%,?
O=C(CCCn1c(=O)c2ccccc2n(Cc2cccc(Cl)c2)c1=O)NCCc1ccc(Cl)cc1,-7%,/,/,5%,/,-1%,/,-4%
COCCN1C(=O)c2ccccc2C(C(=O)Nc2ccc3c(c2)OCCO3)C1c1ccc(F)cc1 (centres undefined),-5%,12%,0%,-15%,1%,0%,-13%,-7%
COc1ccc(CC(=O)Nc2ccc(S(=O)(=O)Nc3ncccn3)cc2)cc1OC,1%,2%,/,-1%,-6%,-5%,-6%,-10%
Cc1ccc(Cl)cc1NC(=O)C(Cc1ccccc1)N1C(=O)C2C3CCC(C3)C2C1=O (centres undefined),-2%,4%,14%,4%,5%,1%,-6%,-2%
O=C(Nc1ccc2ccccc2c1)c1ccc(NS(=O)(=O)c2ccc(Br)s2)cc1,?,18%,1%,4%,313%,0%,-19%,5%
CC(C)Cn1c(N)c(C(=O)COC(=O)c2cnc(Cl)c(Cl)c2)c(=O)n(C)c1=O,-5%,-6%,-2%,9%,10%,0%,i,-10%
O=c1cc(-c2ccccc2O)oc2cc(O)cc(O)c12,1%,9%,/,-2%,-21%,-3%,i,?
O=C1CCCN1CCCNC(=S)Nc1ccccc1Cl,10%,-7%,-1%,8%,3%,-2%,-4%,-4%
CCCCCCn1c(Br)nc2c1c(=O)n(C)c(=O)n2C,8%,2%,7%,-6%,-20%,-5%,i,-3%
COc1ccccc1-n1c(CNC(=O)c2ccccc2)nnc1SCC(=O)Nc1nnc(C)s1,-8%,4%,11%,8%,1%,2%,i,1%
CC(C)N=c1scc(-c2ccco2)n1/N=C/c1ccc(O)c(O)c1,?,-1%,?,0%,?,-1%,i,14µM*
c1ccc(CC2CNc3ccccc3CN2)cc1 (centres undefined),8%,-4%,-1%,0%,-1%,1%,i,-14%
CCC(C)NS(=O)(=O)c1cccs1 (centres undefined),4%,-3%,2%[11.4 µM],-3%,9%,-4%,0%,-5%
CCC(=O)N1C2=C(c3ccccc3[C@@H]1CC(=O)Nc1ccc3ccccc3c1)[C@@H]1C(=O)N(c3ccccc3)C(=O)[C@@H]1[C@H](C)C2,-5%[11.6 µM],-6%[14.2 µM],/,-6%[11.2 µM],-2%[11.4 µM],1%[11.2 µM],2%[11.5 µM],-9%[11.5 µM]
CCOC(=O)NC(=S)c1ccc[nH]1,-5%,5%,-4%,-11%,0%,-1%,-7%,-1%

# Taken from above:
# Entry for O=c1cc(-c2ccccc2O)oc2cc(O)cc(O)c12 under GoLoco inh red: 9%
# Entry for CC(C)N=c1scc(-c2ccco2)n1/N=C/c1ccc(O)c(O)c1 under Tau fibril ThT: 14µM*

# (list continues)
SMILES,Tau fibril FP,GoLoco inh red,L3MBTL1 inh,TRb-SRC2 inh,KDM4E inh,TexasRed fluor,RECQ1 helicase,Tau fibril ThT
CCOc1cc(CNS(=O)(=O)c2ccc3c(c2)CC(=O)N3C)cc(OCC)c1OCC,5%,/,/,-12%,/,18µM*[quencher],/,1%
Cc1cc(NC(=O)Nc2ccc(Cl)c(Cl)c2)n(-c2ccccc2)n1,?,11%,-6%,2%,-13%,0%,-11%,8%
O=C(NC1CCC(NC(=O)C(F)(F)C(F)F)CC1)C(F)(F)C(F)F (centres undefined),6%,6%,-2%,-22%,-1%,0%,-13%,-4%
COc1cc(NS(=O)(=O)c2ccc(NC(=O)CN3C(=O)c4ccccc4C3=O)cc2)ncn1,-13%,0%,/,12%,11%,-4%,i,0%
O=C(C1CCN(S(=O)(=O)c2cccs2)CC1)N1CCCCCC1,-3%,-9%,/,0%,-5%,-2%,i,-2%
COC(=O)c1ccc(NC(=O)c2cc(=O)c3ccc(C)cc3o2)cc1,-3%,/,/,-8%,/,?,/,-21%
COC(=O)C1=C(C(=O)OC)[C@@H]2Nc3ccccc3[C@@]23C[C@@H](C(=O)OC)N(S(=O)(=O)c2ccc(Br)cc2)C3=N1,1%[11.6 µM],-2%[14.2 µM],/,9%[11.2 µM],-2%[11.4 µM],-5%[11.2 µM],-16%[11.5 µM],-2%[11.5 µM]
Cc1cccc(-c2nc3scc(CCNC(=O)c4ccccc4Cl)n3n2)c1,0%,/,/,-7%,/,-2%,/,-10%
Cc1cccc(C)c1NC(=O)CSCCO,-2%,1%,5%,0%,-4%,-7%,-2%,-4%
CCC(CC)NC(=O)COC(=O)c1cc(Br)ccc1Cl,12%,-2%,-2%,3%,-6%,0%,0%,-1%
N#Cc1c(C(F)(F)F)cc(-c2cccs2)nc1SCC(=O)Nc1ccc(Cl)cc1,-20%,/,/,2%,/,-3%,/,-1%
CC1=C(C(=O)OCc2ccc(C)cc2)C(c2ccccc2Cl)CC(=O)N1 (centres undefined),-3%,/,/,-2%,/,-2%,/,-2%
CCCc1cc(=O)n2[nH]c(CCc3ccccc3)nc2n1,-3%,0%,11%,4%,0%,-1%,-3%,2%
O=C(Nc1ccc(Br)cn1)c1cccc2c1-c1ccccc1C2=O,-15%,3%,/,2%,3%,-1%,-10%,?
CN(C)CC(O)COC(c1ccc(Cl)cc1)c1ccc(Cl)cc1 (centres undefined),3%,5%,-7%,-2%,2%,1%,i,-8%
COc1ccccc1/C=C/CN1CCN(c2ccccc2)CC1,5%,-7%,/,-3%,?,1%,-11%,-23%
O=c1[nH]c(=O)n(CCO)c2nnn(Cc3ccccc3)c12,-1%,4%,5%,0%,0%,-5%,-6%,-2%
Cc1ccc2oc(C(=O)Nc3ccc(S(=O)(=O)N(C)Cc4ccccc4)cc3)cc(=O)c2c1,?,/,/,-4%,/,2%,/,?
Cn1c(=O)oc2cc(S(=O)(=O)N3CCCC(C(=O)N4CCN(c5ccc(F)cc5)CC4)C3)ccc21 (centres undefined),0%,/,/,-1%,/,-2%,/,-1%
Cc1ccc2[nH]c(=O)c3cc(C(=O)N(CCCOC(C)C)Cc4ccco4)sc3c2c1,0%&0%,4%,/,3%&1%,?,?,-6%,?
Brc1ccc(-c2csc(N/N=C/c3ccco3)n2)cc1,-13%,5%,/,-6%,?,-4%,-3%,16µM*
COc1ccc(NC(=O)Cn2c(=O)oc3cc(S(=O)(=O)N4CCCC4)ccc32)cc1OC,10%,/,/,4%,/,-3%,/,6%
CCOC(=O)C1C(=O)C=C(c2cccs2)CC1c1ccccc1 (centres undefined),11%,2%,9%,-2%,6%,0%,-1%,-17%
Cc1cc(OCc2nc(-c3cccs3)no2)cc(C)c1Cl,2%,12%,/,-4%,5%,-3%,-8%,?
CCOc1ccc(C(=O)c2ccc(OC)c(O)c2O)cc1,?,5%,/,2%,25µM*,-1%,i,16µM*
CCN(CC)C(=O)C1CCN(Cc2ccc(Br)cc2)CC1,5%,-7%,3%,10%,?,-1%,-4%,1%
CO[C@H]1COC(=O)[C@H](C)NC(=O)[C@@H](C)COC(=O)C/C=C\[C@@H]1C,2%[11.6 µM],/,/,6%[11.2 µM],/,3%[11.2 µM],i[11.5 µM],-10%[11.5 µM]
COc1cc(OC)c(C2C(C(=O)Nc3ccccc3)=C(C)Nc3ncnn32)cc1OC (centres undefined),0%&-11%,8%,-2%,2%&6%,6%,1%&-3%,5%,-8%&-3%
CCOc1ccc2[nH]c(C)c(CN3CCCCC3)c(=O)c2c1,-13%,3%,1%,-14%,?,-3%,i,-14%
Cc1cccc(NC(=O)CCCn2c(C)c3cnn(-c4ccccc4)c(=O)c3c2C)c1C,-10%,/,/,-2%,/,-2%,/,-10%
O=C(C1=C(O)C(=O)N(Cc2ccccc2)C1c1ccco1)c1ccco1 (centres undefined),0%,4%,-7%,-10%,-2%,-3%,2%,-3%

# Screening results deposited in PubChem BioAssay by National Center for Advancing Translational Sciences (NCATS).
